# SW480 rereplic: inducers of DNA re-replication in SW480 colon cancer cells; SW480 DNA re-replication, Hoechst DNA content imaging, 48 h; Potency, µM (doses to about 46.1 µM), without a hit: at the top dose re-replication activation, most hits filed as activators; 340,000 tested, 1.8% active; AID 624297; further: potency means the concentration at half of the fitted maximal effect; % of control where 0% means no effect; nearly all actives have a fitted effect of over 55% in size
#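 Treated cells incubate 48 hr (37 C, 5% CO2), are stained 40 min with Hoechst, and nuclear fluorescence is enumerated; a rise in nuclei with high DNA signal marks re-replication.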
# MCF10A rerep: DNA re-replication induction in MCF 10a cells; MCF 10A DNA re-replication, Hoechst nuclear intensity, 48 h; AID 624296; 350,000 tested, 2.9% active; Potency, µM (top dose mostly 46.1 µM), inactives show top-dose activity, positive = re-replication, most hits filed as activators; further: potency means the concentration at half of the fitted maximal effect; % of control where 0% means no effect; nearly all actives have a fitted effect of over 50% in size
# IL-1B inflam inh: inhibitors of inflammasome signaling (IL-1 beta secretion). THP-1 LPS/ATP IL-1B secretion, AlphaLISA, 16 h; stronger effect = lower value. activity change, % at 57.5 µM. 360,000 tested, 4.7% active; in the data active means activity change below about -50%; inconclusive means mostly about -30% to -49%; further: on the % scale 0 is the no-effect control and ±100 the full control effect
#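 Secreted IL-1B measured by AlphaLISA bead assay after 16 h compound exposure of THP-1 cells; compounds (final up to 57.5 uM) added 1 h before LPS (250 ng/mL) and ATP (1.25 mM) stimulation; lower signal means less secretion.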
# KB-V1 cytotox: kills drug-selected multidrug resistant KB-V1 cells; 400,000 tested, 3.4% active; KB-V1 MDR cells viability, CellTiter-Glo, 72 h; Potency, µM (doses to about 46.1 µM), inactives show at the highest dose activity change, negative = cytotoxicity, most hits filed as cytotoxic; further: potency means the concentration at half of the fitted maximal effect; on the % scale 0 is the no-effect control and ±100 the full control effect; nearly all actives have a fitted effect of over 60% in size
#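 qHTS viability screen in drug-selected KB-V1 MDR cells: 72 h compound treatment at 37 degrees C, ATP luminescence end point.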
# S2 tox: viability counter-screen for ATXN expression inhibitors | Potency, µM (top dose mostly 56.7 µM), most hits filed as cytotoxic | 400,000 tested, 0.49% active | S2 cells (HEK-293 line with an ATXN2-luciferase reporter) viability, CellTiter-Fluor protease fluorescence, 24 h; further: potency means the concentration at half of the fitted maximal effect; nearly all actives have a fitted effect of over 40% in size
# HT1080 IDH1KD tx: toxicity to HT-1080 IDH1 knockdown cells (counter line); 360,000 tested, 2% active; Potency, µM (highest dose often 46.1 µM), without a hit: at the top dose activity, negative = toxicity, actives largely listed as cytotoxic; HT-1080 IDH1 knockdown viability, ATP luminescence, 48 h; AID 686971;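 further: potency means the concentration at half of the fitted maximal effect; 0% = DMSO wells and -100% = cell-free medium wells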
#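 % activity derives from luminescence (CellTiter-Glo), normalised to DMSO and no-cell wells. HT-1080-IDH1KD cells, 750/well, had 48 h compound exposure at 37 °C.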
# ATXN2 expr inh: reduces ATXN2 reporter expression in HEK-293 cells; HEK-293 ATXN2-luciferase reporter, luminescence, 24 h; Potency, µM (highest dose often 57 µM), inactives show at the top dose activity change, negative = inhibition, usual class: inhibitors; 360,000 tested, 0.72% active; further: potency means the concentration at half of the fitted maximal effect; on the % scale 0 is the no-effect control and ±100 the full control effect; nearly all actives have a fitted effect of over 55% in size
#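 ATXN2-luciferase reporter cells (luciferase flanked by upstream and downstream ATXN2 gene portions) were treated 24 h at 37 °C with compounds at up to 57 uM. SteadyGlo luminescence gave expression; GF-AFC fluorescence gave viability.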
# HT1080-NT tox: kills 2HG-producing HT-1080-NT fibrosarcoma cells; HT-1080-NT fibrosarcoma viability, CellTiter-Glo ATP luminescence, 48 h; Potency, µM (doses to about 46.1 µM), inactives show at the top dose activity, negative = less viability, usual class: cytotoxic; 360,000 tested, 1.6% active; AID 686970;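 further: NT is the 2HG producing partner of a matched IDH1 knockdown line; potency means the concentration at half of the fitted maximal effect; 0% = DMSO-treated cells and -100% = media-only wells without cells; nearly all actives have a fitted effect of over 55% in size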
#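 Read-out is CellTiter-Glo luminescence after 10 minutes at room temperature, following 48 hours' compound treatment of HT-1080-NT cells (750 cells/well, RPMI, 5% FBS, 37 degrees C).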
# KB-3-1 tox: kills parental KB-3-1 adenocarcinoma cells | 400,000 tested, 1.4% active | KB-3-1 viability, CellTiter-Glo ATP luminescence, 72 h | AID 1347075 | Potency, µM (titrated, usually from 46.1 µM), for inactives: at the highest dose activity change, negative = cytotoxic, actives largely listed as cytotoxic; further: potency means the concentration at half of the fitted maximal effect; on the % scale 0 is the no-effect control and ±100 the full control effect; nearly all actives have a fitted effect of over 60% in size
#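 Cytotoxicity in the drug-sensitive parental line KB-3-1 was scored as loss of CellTiter-Glo luminescence following 72 h incubation with compound. Values come from curve fitting of normalized concentration-response data.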
# Numbers without * were called inactive; i = inactive; ? = inconclusive; · = not tested or not shown; [ ] = dose if it differs, or a comment. Unless noted, the call rests on the fitted dose curve; in most records, active means well fitted curve in the direction sought with a large enough effect; inconclusive means small, poorly fitted or top-dose-only effect, or another doubt; inactive means no such curve, though single readings can be large; an effect the other way counts as inactive or inconclusive.
no.	canonical_smiles	SW480 rereplic	MCF10A rerep	IL-1B inflam inh	KB-V1 cytotox	S2 tox
1	CCN1C[C@@H]2[C@@H]3C(=O)N(C)C(=O)[C@@H]3[C@](Cc3ccccc3)(C1=O)N2C(=O)c1ccc(C(C)(C)C)cc1	9%	?	10	2%	i
2	CCOc1ccc(Nc2c(S(=O)(=O)c3ccccc3)cnc3ccc(CC)cc23)cc1	·	·	·	?	?
3	S=C(NCc1ccc(Cl)cc1)NCc1ccco1	-6%	0%	10	17%	i
4	COCC(=O)N1CCC(Oc2ccc(C(=O)NCCc3ccncc3)cc2)CC1	-8%	0%	27	2%	i
5	CCOCCCN(C(=O)c1ccco1)C(C(=O)NC1CCCC1)c1ccc(OC)cc1 (stereo not given)	-2%	8%	-7	?	i
6	CC(C)(C)CN1CCNC(=O)C1CC(=O)NCc1cccc(-n2cccn2)c1 (stereo not given)	-1%	2%	-2	2%	i
7	CCCN1C(=O)N(C)C(N(O)C(=O)NC)C1(C)C (stereo not given)	-8%	0%	17	-1%	i
8	C/C=C(\CS(=O)(=O)c1ccccc1)S(=O)(=O)c1ccccc1	?	?	?	14%	i
9	Brc1ccc(CN2CCN(Cc3c[nH]c4ccccc34)CC2)cc1	?	?	?	?	i
10	Cc1cc(Cl)ccc1OC(C)C(=O)Nc1ccc(S(=O)(=O)Nc2cnc3ccccc3n2)cc1 (stereo not given)	-5%	27%	51	3%	i

no.	HT1080 IDH1KD tx	ATXN2 expr inh	HT1080-NT tox	KB-3-1 tox
1	7%	1%	2%	-4%
2	·	?	·	-28%
3	3%	10%	27%	-2%
4	17%	-19%[11.3 µM]	13%	-2%
5	-5%	-23%	4%	2%
6	6%	5%	2%	5%
7	3%[9.24 µM]	-1%	7%	10%
8	?	44%[activator]	-24%	?
9	21µM*	-27%	23µM*	?
10	-18%	-1%	-25%	-3%

# The final 2 records of the part before open the next one.
no.	canonical_smiles	SW480 rereplic	MCF10A rerep	IL-1B inflam inh	KB-V1 cytotox	S2 tox
9	Brc1ccc(CN2CCN(Cc3c[nH]c4ccccc34)CC2)cc1	?	?	?	?	i
10	Cc1cc(Cl)ccc1OC(C)C(=O)Nc1ccc(S(=O)(=O)Nc2cnc3ccccc3n2)cc1 (stereo not given)	-5%	27%	51	3%	i
11	Cc1ccc(-c2noc(CCCC(=O)NC3CCCC3)n2)cc1	-8%	?	-1	-12%	i
12	COc1ccc(N2CCN(/C(=N\S(=O)(=O)c3ccc(C)cc3)Nc3nc(C)cc(C)n3)CC2)cc1	-1%	1%	11	12%	i
13	COc1ccc(N2CC(C(=O)Nc3nnc(SCC(=O)NC4CCCC4)s3)CC2=O)cc1 (stereo not given)	27%	1%	i	2%	i
14	O=C(CN1CCSc2ccccc21)N1CCN(c2ccccc2)CC1	·	·	·	0%	i
15	CC(CSC(=O)c1ccccc1)C(=O)N1c2ccccc2CC1C(=O)O (stereo not given)	·	·	30	-3%	i
16	CCC(C)[C@H](NC(=O)c1cc2cc(Cl)ccc2n1C)C(=O)N1CCC[C@H]1C(=O)O (stereo not given in full)	-19%	10%	-1	15%	i
17	CC(C)CC(=O)N1CCN(Cc2ccccc2Cl)CC1	-7%	22%	-9	30%	i
18	Cc1nnsc1C(=O)Oc1ccc(C(C)C)cc1	·	·	·	5%	i
19	O=S(=O)(c1cccc2nsnc12)N1CCN(c2ccc(F)cc2)CC1	-2%	-5%	-4	-9%	i
20	O=C(CN1CC(c2ccccc2)CC1=O)OCc1cccc(Br)c1 (stereo not given)	-3%	-179%[0.0737 µM]	-19	20%	i

no.	HT1080 IDH1KD tx	ATXN2 expr inh	HT1080-NT tox	KB-3-1 tox
9	21µM*	-27%	23µM*	?
10	-18%	-1%	-25%	-3%
11	?	?	?	-3%
12	5%	8%	4%	13%
13	-1%	-5%	-12%	0%
14	·	-1%	·	-16%
15	-5%	7%	-6%	5%
16	9%	7%	12%	0%
17	7%	·	15%	-1%
18	·	-2%	·	1%
19	8%	-26%	22%	-3%
20	-1%	-1%	-6%	-3%

# (list continues)
no.	canonical_smiles	SW480 rereplic	MCF10A rerep	IL-1B inflam inh	KB-V1 cytotox	S2 tox
21	CCn1cc(C(=O)NCCc2ccc(C)cc2)c(=O)c2cc(S(=O)(=O)N3CCC(C)CC3)ccc21	·	·	·	-12%	i
22	CCOC(=O)c1[nH]c(C)c(CCC(=O)N2CCN(c3ccc(Cl)cc3)CC2)c1C	·	·	·	-1%	?
23	COC(=O)CSc1nccc(-c2ccc(F)cc2)c1C#N	-1%	-7%	-10	1%	i
24	O=C(NCc1cccnc1)c1cc(C2CCCCN2C(=O)CCCc2ccccc2)on1 (stereo not given)	·	·	28	-16%	i
25	CN1C2=NCCN2C(=O)c2ccccc21	12%	?	5	7%	i
26	Cc1cccc(NC(=S)NC2CC3CCC(C2)N3Cc2ccco2)c1 (stereo not given)	-2%	-2%	0	?	i
27	CCOC(=O)C1(C)CCCN(C(=O)c2ccccc2F)C1 (stereo not given)	·	·	-15	-12%	i
28	NNC(=O)CNC(=O)Nc1n[nH]c(=S)s1	·	·	10	2%	i
29	Cc1cc(=O)n(CC(=O)NCCC(C)C)c2c1c(C)nn2C	·	·	·	0%	i
30	CCCC(C(=O)NC1CCCC1)N(CC1CCCO1)C(=O)CNS(=O)(=O)c1ccccc1 (stereo not given)	0%	0%	-11	-34%	i

no.	HT1080 IDH1KD tx	ATXN2 expr inh	HT1080-NT tox	KB-3-1 tox
21	·	3%	·	11%
22	·	?	·	-17%
23	0%	-12%	11%	-3%
24	0%	-11%	-4%	0%
25	0%	-2%	0%	-2%
26	0%	-4%	0%	-4%
27	13%	-3%	22%	-2%
28	5%	0%	25%	0%
29	·	-3%	·	7%
30	-2%	-17%	-2%	-3%

# Remaining list, next part
no.	canonical_smiles	SW480 rereplic	MCF10A rerep	IL-1B inflam inh	KB-V1 cytotox	S2 tox
31	CC1CNC(=S)N(c2ccccc2)C1=O (stereo not given)	-4%	-1%	11	9%	i
32	CCOC(=O)c1cnc2c(ccc3ccccc32)c1NCCCN(C)C	?	?	·	-2%	i
33	CC(=O)Nc1ccc(-n2c(=O)c3ccccc3c3ccccc3c2=O)cc1	?	?	32	-5%	i
34	CCc1nnc(N/N=C/c2ccc(N3CCC(C)CC3)c([N+](=O)[O-])c2)n1N	?	?	59	?	i
35	Cn1c(=O)n(CC(=O)O)c(=O)c2c1nc1n2CCCN1CCc1ccccc1	-2%	5%	8	1%	?
36	CCCCCC(=O)N1C[C@@H](O)[C@H](n2cc(-c3ccc(F)cc3)nn2)C[C@@H]1c1ccc(C)cc1	·	·	-16	-18%	?
37	Cc1ccc(-c2ccc(=O)n(CC(=O)NCCN(C)C)n2)cc1	-3%	-13%	15	9%	i
38	CN(C)c1ncnc2c1ncn2[C@H]1CN(C2CCCC2)C[C@@H](CO)O1	·	·	9	2%	i
39	CC(C)(C)C(=O)N1CCN(c2c(Cl)cccc2[N+](=O)[O-])CC1	-6%	3%	?	-6%	i
40	COCCN(C(=O)COC(=O)CCCOc1ccc(OC)cc1)c1c(N)n(Cc2ccccc2)c(=O)[nH]c1=O	-4%	8%	-1	2%	i

no.	HT1080 IDH1KD tx	ATXN2 expr inh	HT1080-NT tox	KB-3-1 tox
31	15%	12%	17%	10%
32	21µM*	-3%	?	?
33	?	-32%	-7%	1%
34	33µM*	-22%	?	0%
35	-2%	·	-3%	1%
36	-11%	0%	-5%	0%
37	0%	-10%	7%	-9%
38	1%	6%	10%	0%
39	0%	-11%	2%	-5%
40	-18%	2%	-2%	-1%

# The listing continues:
no.	canonical_smiles	SW480 rereplic	MCF10A rerep	IL-1B inflam inh	KB-V1 cytotox	S2 tox
41	CC(C)OCCCn1c(=O)c2ccccc2n2c(CCC(=O)N3CCN(c4ccccn4)CC3)nnc12	14%	0%	?	?	i
42	Cc1cc(Br)cc(Cl)c1OC(=O)c1ccncc1	-20%	-1%	18	5%	i
43	O=[N+]([O-])c1cc(-c2ccc(/C=N\n3cnnc3)o2)cc([N+](=O)[O-])c1	1%	-17%	37	0%	i
44	CC(=O)c1ccc(OC2(C)CCN(Cc3ccc(OC(F)(F)F)cc3)C2)cc1 (stereo not given)	·	·	-3	0%	i

no.	HT1080 IDH1KD tx	ATXN2 expr inh	HT1080-NT tox	KB-3-1 tox
41	21%	3%	7%	-19%
42	2%	0%	5%	?
43	-1%	-23%	-15%	-6%
44	-6%	-8%	-8%	0%

# Among those listed so far, these have a furan ring, fused or not.
no.	canonical_smiles	SW480 rereplic	MCF10A rerep	IL-1B inflam inh	KB-V1 cytotox	S2 tox
3	S=C(NCc1ccc(Cl)cc1)NCc1ccco1	-6%	0%	10	17%	i
5	CCOCCCN(C(=O)c1ccco1)C(C(=O)NC1CCCC1)c1ccc(OC)cc1 (stereo not given)	-2%	8%	-7	?	i
26	Cc1cccc(NC(=S)NC2CC3CCC(C2)N3Cc2ccco2)c1 (stereo not given)	-2%	-2%	0	?	i
43	O=[N+]([O-])c1cc(-c2ccc(/C=N\n3cnnc3)o2)cc([N+](=O)[O-])c1	1%	-17%	37	0%	i

no.	HT1080 IDH1KD tx	ATXN2 expr inh	HT1080-NT tox	KB-3-1 tox
3	3%	10%	27%	-2%
5	-5%	-23%	4%	2%
26	0%	-4%	0%	-4%
43	-1%	-23%	-15%	-6%

# Source: PubChem (National Center for Advancing Translational Sciences (NCATS))
